Screening data deposited in PubChem by several laboratories.
NCOA3 inh: inhibits human SRC3 coactivator; inhibition, % at 3.6 µM; HEK293 GAL4-SRC3 luciferase reporter, luminescence; 360,000 tested, 0.17% active; AID 588352;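 active = inhibition above a per-campaign cutoff, the mean of all compounds plus 3 SD, cut at about 60% in these data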;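 also: 0% = DMSO-treated cells and 100% = gossypol-treated cells at 36 µM; higher means less SRC3-driven luciferase light from the GAL4 reporter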
LRH-1 inv ag: suppresses constitutive activity of human LRH-1; 360,000 tested, 0.13% active; O00482; HEK293T StAR-luciferase reporter, LRH-1 transfected, 24 h; inhibition, % at 3.6 µM; AID 602396;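 active = inhibition above the mean inhibition of all tested compounds plus 3 SD, cut at about 73% in these data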;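 also: 0% = DMSO wells and 100% = reporter-only cells lacking LRH-1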
NOD2 RIPK2 PPI: NOD2-RIPK2 protein interaction inhibition | CHO BLA complementation NOD2-RIPK2, CCF4 ratio | inhibition, % at 4.98 µM | 360,000 tested, 0.38% active; in the data active = inhibition above about 21%;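 also: 0% = vehicle only and 100% = reference blocker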
TLR9-MyD88 block: TLR9-MyD88 interaction inhibition | 340,000 tested, 0.21% active | AID 504734 | inhibition, % at 4.98 µM | CHO BLA complementation TLR9-MyD88, CCF4 FRET ratio;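 active = inhibition above the mean over all tested compounds plus 3 SD, cut at about 21% in these data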;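 also: 0% = DMSO only wells and 100% = clavulanate BLA inhibitor control wells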
LMP1 NFkB inh: reduces LMP1-driven NF-kappaB luciferase signal. LMP1-induced NF-kappaB luciferase reporter cells, luminescence. 350,000 tested, 0.69% active. inhibition, % at 12.5 µM; in the data active = inhibition above about 41%;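 also: 0% = neutral control wells and 100% = reference inhibitor control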
ABHD5-PLIN5 inh: blocks binding of human ABHD5 to perilipin-5 | 360,000 tested, 0.78% active | inhibition, % at 4 µM | Split G. princeps luciferase complementation, luminescence, 4 h;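 active = inhibition above the mean inhibition across every tested compound plus 3 SD, cut at about 22% in these data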;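 also: 0% = DMSO only wells and the 100% control is not disclosed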
SRC2 inh: human SRC2 (NCOA2) inhibition; 370,000 tested, 0.17% active; HEK293 GAL4-SRC2 luciferase reporter, luminescence; Q15596; inhibition, % at 9 µM;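 active = inhibition above the mean inhibition of all tested compounds plus 3 SD, set per campaign, cut at about 52% in these data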;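 also: 0% = DMSO treated cells and 100% = cells given Gossypol at 36 µM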
SRC1 inh: inhibitors of human steroid receptor coactivator 1 (SRC1); 360,000 tested, 0.12% active; HEK293 GAL4-SRC1 luciferase reporter, luminescence; AID 588354; inhibition, % at 3.6 µM;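 active = inhibition above the campaign mean plus 3 SD, with each screening campaign given its own cutoff, cut at about 60% in these data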;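 also: 0% = DMSO treated cells and 100% = gossypol at 36 µM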
NR2F2 inh: NR2F2 (human) inhibition, primary screen | P24468 | HEK293T NGFI-A luciferase reporter, luminescence | inhibition, % at 8.6 µM | 370,000 tested, 0.7% active;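 active = inhibition above a per-plate cutoff, mean inhibition of test wells between control levels plus 3 SD, cut at about 38% in these data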;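 also: cells cotransfected with COUP-TFII expression vector driving the NGFI-A reporter; 0% = median of COUP-TF2 test wells and 100% = reporter-only cells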
MC4R antag cAMP: blocks human MC4R cAMP signaling. MC4R-expressing cells, MTII-stimulated cAMP, LANCE TR-FRET. inhibition, % at 6.5 µM. AID 540295. 360,000 tested, 0.48% active. P32245;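 active = inhibition above its plate's cutoff, the mean of tested wells on that plate plus 3 SD, cut at about 29% in these data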;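 also: 0% = Melanotan II alone and 100% = Melanotan II plus saturating MCL0020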
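material = U2OS cells stably expressing human melanocortin 4 receptor (MC4R) | also added = Melanotan II challenge | dosing = single nominal compound dose of 6.5 µM | detection = TR-FRET with Eu-cAMP and labeled anti-cAMP, 671 nm | replication = singlicate | timing = compound 30 min, challenge 1 h, detection 1 h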
MC4R barr agon: agonists of human melanocortin 4 receptor (MC4R) beta-arrestin. U2OS MC4R beta-arrestin complementation, luminescence; percent of melanotan II response, DMSO zero. activation, % at 8.9 µM. AID 540308. 360,000 tested, 0.98% active. P32245;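 active = activation above a per-plate cutoff, the mean activation of sample wells on that plate plus 3 SD, cut at about 8% in these data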
* hit, by the source's call; . = not tested or not shown; & = joins results of further samples. A portion of the library. The share of hits here may be higher or lower than overall.

SMILES	NCOA3 inh	LRH-1 inv ag	NOD2 RIPK2 PPI	TLR9-MyD88 block	LMP1 NFkB inh	ABHD5-PLIN5 inh	SRC2 inh	SRC1 inh	NR2F2 inh	MC4R antag cAMP	MC4R barr agon
Cc1cc(N2CCC(C)CC2)nc(SCC(=O)c2ccccc2)n1	-0.2	9.9	-8.7	1.3	7.3	4.7	14.2	9.7	16.6	2.0	-0.8
O=C1CC(NS(=O)(=O)c2cccs2)CN1c1cccc(F)c1 (stereo not given)	-3.0	1.0	3.8	0.9	-1.7	-4.2	0.5	0.7	1.3	6.3	0.1
CC(C)CC(NC(=O)c1ccccc1)C(=O)N/N=C/c1ccco1 (stereo not given)	1.2	-10.7	-8.2	-18.6	-2.2	2.2	0.4	1.3	-30.5	-3.1	0.9
Cc1cc(C)cc(NC(=O)CSc2nc3ccncc3[nH]2)c1	-22.6	-24.4	-5.7	-10.4	-4.9	2.4	3.4	-8.9	5.3	-3.7	-1.2
C=CCNc1nc(N)c(C(=C(C#N)C#N)c2ccc(Br)cc2)s1	17.0	28.2	-5.7	0.7	11.1	-1.0	0.7	15.7	-2.9	1.2	2.4
CCOC(=O)N1CCC(NC(=O)c2cc(C(=O)NCc3ccc(F)cc3)ccc2CO)CC1	5.5	5.9	-3.9	5.7	7.2	0.3	3.2	4.2	3.4	6.9	-0.8
Cc1cc(C)nc(NS(=O)(=O)c2ccc(N3C(=O)C4CCCCC4C3=O)cc2)n1 (stereo not given)	0.5	-18.6	-12.6	-8.6	-2.1	-6.6	20.3	0.0	4.1	-1.6	-0.5
O=C(c1nc2ccc(Cl)cn2c1CN1CCC[C@H]1CO)N1CCCCCCC1	8.6	-0.7	-10.5	-10.3	3.6	2.7	-6.3	-3.5	9.9	3.5	-4.8
O=C(Nc1cccc(F)c1)C1CCCN(S(=O)(=O)c2ccc(-n3cnnn3)cc2)C1 (stereo not given)	2.0	-2.3	-1.3	0.2	-1.8	1.6	13.1	14.3	-3.8	1.7	0.8
Cc1ccc(S(=O)(=O)Nc2ccc3c(c2)C(=O)N([C@H](C)CO)C[C@H](C)[C@@H](CN(C)C(=O)NC2CCCCC2)OCCCC[C@@H](C)O3)cc1	4.9	-6.4	6.8	8.3	-3.8	8.8	-18.9	-4.8	3.4	11.8	-0.4
CCc1ccc(/C=N/NC(=O)c2ccccn2)cc1	-49.4	-139.0	-2.9	-2.5	48.7*	-0.9	-20.3	-104.3	-40.9	19.1	-0.1
COC(=O)Cc1ccc(OC(=O)C2CCN(S(=O)(=O)c3ccc(OC)c(OC)c3)CC2)cc1	30.0	-0.2	3.7	-4.5	-0.1	4.1	11.0	-2.0	-17.5	9.6	-0.6
CCc1nnc(NC(=O)c2ccc(-c3ccc([N+](=O)[O-])cc3Cl)o2)s1	-1.3	11.6	-22.9	0.7	-2.2	2.3	17.9	-11.0	-6.2	22.4	0.0
CCCC(=O)Nc1nc2nc(C)cc(=O)n2[nH]1	11.4	-12.0	-2.5	-0.7	1.4	3.1	-2.0	9.3	4.2	4.8	0.0
O=C(c1cc2cc([N+](=O)[O-])ccc2s1)N1CCOCC1	-4.0	-12.0	-5.5	-3.4	-0.5	-3.1	-4.7	2.9	-12.9	2.8	-1.8
Cc1ccc(Cl)cc1N1CCN(C(=O)CCC(=O)O)CC1	24.6	-6.3	1.5	-3.7	3.5	-0.1	0.4	3.1	-3.1	-0.7	-0.5
CCN(Cc1cccs1)C(=O)CN1C(=O)NC2(CCCc3ccccc32)C1=O (stereo not given)	13.0	23.4	-3.4	-0.7	-6.5	-10.7	-12.8	11.9	5.8	20.2	-0.6
COc1ccc(OC)c(NC(=O)C2CCN(S(=O)(=O)c3cccs3)CC2)c1	4.0	11.5	-12.5	0.3	0.5	8.8	1.3	-13.0	14.3	2.2	-0.6
Cc1ccc(NC(=O)c2cc(=O)n(Cc3ccccc3)c(=O)[nH]2)cc1C	-0.9	-2.2	-15.3	-3.6	7.0	0.2	-22.5	-3.3	-5.0	8.9	0.6
c1nc2sc3c(c2c2nnnn12)CCC3	11.7	-1.7	0.5	5.5	8.8	0.5	43.1	16.0	5.9	2.6	-2.0
CC1=C(C(=O)N(C)C)CC(CC(=O)NC(c2ccccc2)c2ccccc2)C(=O)N1Cc1ccccc1 (stereo not given)	-6.7	-10.6	-8.7	-7.7	2.2	-1.7	1.5	4.3	-2.8	-0.5	-0.2
O=C(NCc1ccccc1Cl)C1=CC=CN2CCS(=O)(=O)N=C12	19.5	11.3	-4.9	-11.1	1.3	-0.8	-1.3	-5.7	-10.5	1.2	-2.1
Nc1ccc(C(=O)N/N=C\c2ccc(OC(=O)c3ccccc3Cl)cc2)cc1	-13.4	-32.1	3.7	-12.0	-11.7	-5.6	-24.5	-20.3	-8.5	-3.7	8.1
Cc1cc(C)nc(Oc2ccc(Br)cc2Br)n1	-40.4	-32.9	9.4	11.1	-9.8	-7.6	-72.8	-21.0	-26.0	3.4	-3.0

Whole records from above. Order of values: NCOA3 inh	LRH-1 inv ag	NOD2 RIPK2 PPI	TLR9-MyD88 block	LMP1 NFkB inh	ABHD5-PLIN5 inh	SRC2 inh	SRC1 inh	NR2F2 inh	MC4R antag cAMP	MC4R barr agon
Cc1cc(C)nc(NS(=O)(=O)c2ccc(N3C(=O)C4CCCCC4C3=O)cc2)n1 (stereo not given) across the screens: 0.5	-18.6	-12.6	-8.6	-2.1	-6.6	20.3	0.0	4.1	-1.6	-0.5
O=C(c1nc2ccc(Cl)cn2c1CN1CCC[C@H]1CO)N1CCCCCCC1 across the screens: 8.6	-0.7	-10.5	-10.3	3.6	2.7	-6.3	-3.5	9.9	3.5	-4.8

Additional structures follow:
SMILES	NCOA3 inh	LRH-1 inv ag	NOD2 RIPK2 PPI	TLR9-MyD88 block	LMP1 NFkB inh	ABHD5-PLIN5 inh	SRC2 inh	SRC1 inh	NR2F2 inh	MC4R antag cAMP	MC4R barr agon
Cc1ccc2[nH]c(=O)c(CN(C(=O)c3cccc([N+](=O)[O-])c3)C(C)C)cc2c1	-1.6	-9.8	-14.0	8.5	-5.6	1.6	-17.9	17.1	-4.0	-1.9	-0.3
c1ccn2cc(C34CC5CC(CC(C5)C3)C4)nc2c1	12.3	0.7	-4.9	0.2	-4.4	-0.5	-37.5	-2.5	15.5	14.8	-0.8
CCCCn1c(N)c(N(CC(C)C)C(=O)CSCc2cccc(C)c2)c(=O)[nH]c1=O	17.7	-1.9	1.4	1.3	2.6	3.1	14.3	1.3	-0.1	-1.6	1.6
Cc1nn(S(=O)(=O)c2ccc(C(C)C)cc2)c(C)c1S(=O)(=O)N1CCOCC1	0.7	6.6	-7.4	4.1	1.1	2.0	-8.7	0.7	2.9	-1.6	2.2
C=C/C(C)=C/C[C@H]1C(=C)CCC2[C@](C)(C(=O)O)CCC[C@@]21C (stereo not given in full)	15.7	7.9	4.9	-17.4	-1.4	-1.8	.	-3.9	.	7.6	1.1
O=C(CCNC(=O)c1ccc(Cl)cc1)Nc1cccc(S(=O)(=O)N2CCCCC2)c1	3.2	-8.7	-5.3	-22.7	-1.7	5.1	5.3	1.5	-12.1	22.5	-0.7
Cc1c(Cl)cccc1NC(=O)Nc1cc(C(C)(C)C)nn1C	11.8	1.8	-6.7	-9.7	36.0	5.3	28.8	18.2	16.8	6.9	-1.6
CCOC(=O)c1cnc(SC2CC(=O)N(c3cccc(OC)c3)C2=O)nc1N (stereo not given)	33.1	14.1	1.4	-0.9	0.3	9.1	8.7	2.8	-1.9	8.2	0.8
CCCNCc1cc(OC)c(OCC(=O)NCCc2ccccc2)cc1Br	11.2	-31.5	-4.5	1.9	-5.8	-3.2	-5.9	-54.2	-8.3	-9.2	-1.5
C=CCOC(=O)C1=C(C)NC(SC)=C(C#N)C1c1ccc(OCC)cc1 (stereo not given)	9.5&10.2	1.0&17.0	-1.1&-1.0	-7.0&0.1	-0.2&0.2	-11.1&-0.5	9.2&-7.7	-31.3&-9.5	-0.2&-9.0	3.2&2.1	2.9&-1.2
CCOc1cc(S(=O)(=O)NCc2ccccn2)ccc1Cl	16.4	-8.6	-2.2	-2.2	8.3	-2.0	2.8	8.2	-4.0	2.0	-1.6
Cn1c(SCC(=O)N2CCCC2=O)nc2ccccc2c1=O	-17.5	26.7	-0.7	-6.1	-2.0	-4.6	-1.4	-5.1	-3.2	13.7	-1.0
CNC(=O)c1c(NC(=O)CS(=O)(=O)c2ccc(Cl)cc2)sc(C)c1C	26.3	13.1	-12.0	-1.3	2.0	6.6	6.1	-15.7	5.0	-2.1	-2.2
Cc1ccc(C(=O)Nc2ccc(S(=O)(=O)NC3=NCCCCC3)cc2)c(C)c1	-13.2	-8.6	0.2	-11.6	5.4	-1.6	4.5	-14.4	-10.1	1.8	-0.5
C[C@@H]1CCCCO[C@@H](CN(C)Cc2ccc(C(F)(F)F)cc2)[C@@H](C)CN([C@H](C)CO)C(=O)c2cc(N(C)C)ccc2O1	5.9	-5.4	10.2	-3.0	4.0	1.5	-26.7	11.0	28.5	11.1	1.9
O=C1CCC(C(=O)OCc2ccccc2)N1 (stereo not given)	4.7	0.3	4.5	-2.5	-0.4	1.7	-16.2	-7.5	7.5	2.9	-1.5
O=C(COc1ccccc1)Nc1ccc(-c2ccc(N3CCOCC3)nn2)cc1	-44.4	-52.8	6.2	0.2	-18.0	-14.1	-24.0	-49.7	-23.6	0.3	-0.2
O=C(COC(=O)C1(c2ccccc2F)CCCC1)N1CCN(C(=O)c2ccco2)CC1	-9.5	-19.2	-0.3	3.4	0.0	-3.6	7.8	-5.1	0.1	1.8	-1.9
CCCCNC(=O)C1CC(=O)N(c2ccc(OC)cc2)C1c1ccc(OC)cc1 (stereo not given)	-11.8	6.2	-14.5	-11.4	-4.9	4.5	-23.7	17.9	3.3	2.0	-0.3
COc1ccc(C(=O)NC(=S)NCc2cccnc2)cc1[N+](=O)[O-]	-1.2	20.4	4.5	1.3	2.3	2.6	-1.6	-1.8	-6.8	-2.9	-0.5
COc1ccc(-n2ncc(C(C)NS(=O)(=O)c3cccs3)c2C)cc1 (stereo not given)	-11.9	13.7	-12.5	3.5	2.9	1.7	-9.1	-25.0	1.7	8.4	0.1
O=C(NCc1ccc2c(c1)OCO2)c1ccccc1	3.6	-13.9	-10.2	-5.5	-4.6	-0.3	-26.5	8.5	0.4	4.2	-2.9
CCOCCCNC(=S)Nc1cc(OCC)c(NC(=O)c2ccco2)cc1OCC	30.3	11.6	-3.4	3.0	11.0	-0.7	11.4	-2.9	2.7	6.4	-0.6
CCN(CC)CCCNC(=O)c1cc(-c2ccc(O)cc2)on1	-12.0	3.6	1.8	3.9	-4.8	-3.8	-24.2	1.4	-38.6	-8.0	-0.5
CCCCOCCCNC(=O)C[C@@H]1C[C@@]2(C(=O)OC)CC(C)(C)CC=C2N(CCc2ccc(OC)c(OC)c2)C1=O	.	-6.8	10.1	.	.	2.2	-15.5	.	-5.0	.	.
CCCn1c(N)c(N(CCOC)C(=O)c2cc(-c3ccco3)nc3ccccc23)c(=O)[nH]c1=O	-5.4	2.0	-8.8	0.8	4.4	3.8	-11.9	-10.3	-7.4	0.1	-2.4
